Casp1 inh – qHTS Assay for Allosteric/Competitive Inhibitors of Caspase-1; Potency, µM (series often up to 57.5 µM), inactives show at the highest dose activity change, negative = inhibition, most hits filed as inhibitors; AID 900, 2007; 0.03% of 75,000 active; Caspase-1 enzyme, Ac-WEHD-AFC fluorogenic rate; P29466;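 further: potency means the concentration at half of the fitted maximal effect; plate controls were vehicle for no effect and no substrate for full effect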
Tau filament bind – qHTS Assay for Tau Filament Binding. 2% of 71,000 active. Microtubule-associated protein tau (Homo sapiens), P10636. recombinant tau filaments, thioflavin S fluorescence, 15 h; filaments grown with octadecylsulfate alongside compound. Potency, µM (titrated, usually from 57.1 µM), for the others: at the top dose activity change, negative = inhibition. AID 596, 2007;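 further: potency means the concentration at half of the fitted maximal effect; on the % scale 0 is the no-effect control and ±100 the full control effect; actives lower thioflavin S fluorescence by blocking filaments or displacing dye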
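Assay mix: 1 uM His-tagged tau, 30 uM sodium octadecylsulfate, thioflavine S dye in HEPES/NaCl/DTT buffer. Compound is added prior to the inducer. Fluorescence after 15 h at 37 C.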
A350 autofl – qHTS Assay for Spectroscopic Profiling in A350 Spectral Region; Compound autofluorescence, 340/450 nm, Alexa 350 dye-equivalents; active compounds read high; max dye-equivalent concentration, M; 11% of 59,000 active; AID 590, 2007; in the data active means max dye-equivalent concentration above about 10 nM; inconclusive means mostly about 1.1 nM to 9.6 nM
ERK AVP inh – qHTS Assay for Inhibitors of the ERK Signaling Pathway using a Homogeneous Screening Assay; HEK293-V1b, vasopressin-stimulated pERK AlphaScreen; AID 995, 2007; Potency, µM (titrated, usually from 57.5 µM), for the others: at the top dose activity, negative = inhibition, usual class: inhibitors; 0.99% of 72,000 active; further: potency means the concentration at half of the fitted maximal effect; on the % scale 0 is the no-effect control and ±100 the full control effect; nearly all actives have a fitted effect of over 55% in size
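V1b-HEK293 cells; cpd 30 min 37C; 25 nM vasopressin 5 min; lyse 10 min; AlphaScreen beads 5 hr RT. Normalized to DMSO basal and 25 nM vasopressin; AC50 by Hill fit.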
Rhodamine autofl – qHTS Assay for Spectroscopic Profiling in Rhodamine Spectral Region. max dye-equivalent concentration, M. 0.05% of 59,000 active. Rhodamine-region fluorescence, 547/598 nm, Tris buffer; active compounds read high; in the data active means max dye-equivalent concentration above about 11 nM; inconclusive means between about 1.1 nM and that limit
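A six-point rhodamine series on each plate calibrates the signal. Compounds sit in 100 mM Tris (pH 8.0) for 15 min at ambient temperature before imaging through 547 nm/598 nm filters.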
4MU fluor – qHTS Assay for Spectroscopic Profiling in 4-MU Spectral Region; compound autofluorescence, 340/450 nm, 4-MU equivalents; active compounds read high; max dye-equivalent concentration, M; 11% of 59,000 active; in the data active means max dye-equivalent concentration above about 10 nM; inconclusive means mostly about 1.1 nM to 9.6 nM
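Intrinsic fluorescence at 340/450 nm (ex/em) was read after 15 min at room temperature in pH 8.0, 100 mM Tris. Each compound concentration expressed as 4-MU-equivalent concentration from a six-point 4-MU standard series on each plate.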
HEK293 cAMP ctrl – qHTS Assay for Agonists of the Thyroid Stimulating Hormone Receptor: Activators of Intracellular cAMP Concentrations in Parental HEK 293; parental HEK293 CNG cAMP sensor, membrane potential fluorescence; Potency, µM (titrated, usually from 57.1 µM), for inactives: at the top dose activation, usual class: activators; 2.5% of 73,000 active; further: potency means the concentration at half of the fitted maximal effect; % of control where 0% means no effect; nearly all actives have a fitted effect of over 55% in size
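Parental HEK 293 cells stably expressing a modified CNG channel (no TSHR) report cAMP rise as membrane depolarization. Membrane potential dye with 100 uM RO 20-1724 was loaded for 60 min at room temperature, then compound added for 30 min; fluorescence read at 590 nm.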
TexasRed autofl – qHTS Assay for Spectroscopic Profiling in Texas Red Spectral Region; 0.06% of 59,000 active; AID 587, 2007; max dye-equivalent concentration, M; Compound fluorescence, Texas Red channel, 547/618 nm; active compounds read high; in the data active means max dye-equivalent concentration above about 10 nM; inconclusive means between about 1.1 nM and that limit
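Texas Red-region profiling: compounds in 100 mM Tris pH 8.0 were read at 547/618 nm after 15 min at room temperature. Intensities were normalized against a six-point Texas Red standard series to give dye-equivalent concentration.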
Caspase-7 inhib – qHTS Assay for Allosteric/Competitive Inhibitors of Caspase-7 | P55210 | recombinant caspase-7, Ac-DEVD-AFC fluorescence rate | Potency, µM (doses to about 57.5 µM), inactives show at the highest dose activity change, negative = inhibition, most hits filed as inhibitors | 0.02% of 75,000 active; active means well fitted inhibition curve with a large enough effect in the main read-out, with a control signal flat, not every such curve was filed as active; inconclusive means small, poorly fitted or top-dose-only effect, or a change in a side signal; further: potency means the concentration at half of the fitted maximal effect; % of control where 0% means no effect
Target sequence (P55210 24-198 limits assumed): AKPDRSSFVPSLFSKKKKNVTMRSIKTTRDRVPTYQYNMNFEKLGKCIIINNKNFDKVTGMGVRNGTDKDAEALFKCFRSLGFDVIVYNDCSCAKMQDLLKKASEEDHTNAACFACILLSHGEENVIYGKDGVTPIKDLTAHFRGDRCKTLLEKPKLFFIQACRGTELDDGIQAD
Target sequence (P55210 207-303 limits assumed): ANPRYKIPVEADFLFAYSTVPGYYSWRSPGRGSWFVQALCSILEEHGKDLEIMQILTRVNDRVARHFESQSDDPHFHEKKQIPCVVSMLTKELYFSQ
Fluorescein autfl – qHTS Assay for Spectroscopic Profiling in Fluorescein Spectral Region; Compound autofluorescence, 480/540 nm, fluorescein-equivalent; active compounds read high; max fluorescein-equivalent concentration, M; 0.91% of 59,000 active; AID 593, 2007; in the data active means max fluorescein-equivalent concentration above about 10 nM; inconclusive means between about 1.1 nM and that limit
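Each compound is tested across a concentration series in 100 mM Tris buffer at pH 8.0. After 15 min at room temperature, plates are imaged with 480 nm excitation and 540 nm emission filters, and intensities are converted to fluorescein-equivalent values.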
FLuc inh – qHTS Assay for Inhibitors of Firefly Luciferase | 2.2% of 72,000 active | purified firefly luciferase, luminescence, 8 min | Luciferin 4-monooxygenase (Photinus pyralis), P08659 | Potency, µM (series often up to 57.1 µM), for inactives: top-dose activity change, negative = inhibition, actives largely listed as inhibitors | AID 411, 2009; further: potency means the concentration at half of the fitted maximal effect; on the % scale 0 is the no-effect control and ±100 the full control effect; nearly all actives have a fitted effect of over 40% in size
Target sequence (P08659 whole entry, looked up): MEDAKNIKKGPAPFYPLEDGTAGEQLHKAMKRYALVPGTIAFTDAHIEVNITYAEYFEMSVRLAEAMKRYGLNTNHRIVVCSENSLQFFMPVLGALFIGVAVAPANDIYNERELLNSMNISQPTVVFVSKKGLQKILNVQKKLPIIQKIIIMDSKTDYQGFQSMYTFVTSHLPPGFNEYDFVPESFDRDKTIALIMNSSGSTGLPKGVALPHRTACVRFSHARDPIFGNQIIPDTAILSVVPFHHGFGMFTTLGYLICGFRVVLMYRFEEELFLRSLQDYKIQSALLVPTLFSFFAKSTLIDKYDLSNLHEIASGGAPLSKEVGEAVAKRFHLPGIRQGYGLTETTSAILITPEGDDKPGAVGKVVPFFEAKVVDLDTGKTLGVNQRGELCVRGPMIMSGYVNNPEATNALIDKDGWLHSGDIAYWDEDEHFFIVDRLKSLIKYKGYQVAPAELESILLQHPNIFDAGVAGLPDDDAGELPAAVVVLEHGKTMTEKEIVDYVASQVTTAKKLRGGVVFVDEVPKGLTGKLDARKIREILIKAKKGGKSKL
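Luminescence read-out after 8 min at room temperature; enzyme reaction used luciferin plus 10 uM ATP (linear range) in imidazole buffer pH 7.2 with KCl, MgCl2, Tween 20 and BSA. Each sample was run as a titration.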
Starred values were filed as active, the others as inactive; i = inactive; ? = inconclusive; · = not tested or not shown; & = joins results of further samples; ! = not active in a repeat; [ ] = another dose, or the depositor's remark. Unless noted, the call rests on the fitted dose curve; in most records, active means well fitted curve in the direction sought with a large enough effect; inconclusive means small, poorly fitted or top-dose-only effect, or another doubt; inactive means no such curve, though single readings can be large; an effect the other way counts as inactive or inconclusive.

Screens in order – Casp1 inh	Tau filament bind	A350 autofl	ERK AVP inh	Rhodamine autofl	4MU fluor	HEK293 cAMP ctrl	TexasRed autofl	Caspase-7 inhib	Fluorescein autfl	FLuc inh
Cn1cnnc1SCc1ccc(C(=O)n2ncc(C#N)c2N)cc1
  1.3%	16.8%	i	-23.5%	i	i	-7.7%	i	1.3%	i	-4.9%
O=S1(=O)CC(O)C(NCc2cccnc2)C1 (stereo not given)
  0.4%	1.1%	i	9.0%	i	i	-1.8%	i	0.7%	i	0.9%
O=C(NCC1CCCCC1)C1CCN(C(=O)NC2CCCCC2)CC1
  2.6%	-5.6%	i	-1.0%	i	i	17.5%	?	1.2%	i	0.4%
Cc1ccc(S(=O)(=O)N(CCC#N)CCN2CCCC2)cc1
  1.8%	1.7%	·	18.3%	·	·	4.4%	·	-0.8%	·	0.8%
COc1ccc(C(=O)n2nc(C)cc2C)cc1Br
  -0.8%	-22.9%	·	-12.8%	·	·	16.9%	·	-0.3%	·	-2.0%
O=C(CN1CCOCC1)Nc1c(-c2ccccc2)c2cc(Br)ccc2[nH]c1=O
  0.1%	-7.3%	·	3.0%	·	·	-5.0%	·	2.7%	·	2.5%
CC1Oc2ccccc2N(CC(=O)N2CCc3ccccc32)C1=O (stereo not given)
  -3.4%	13.4%	i	-13.5%	i	i	?	i	1.1%	i	-6.9%
CNC(=O)C1(CC(C)C)C=CCN1C(C)=O (stereo not given)
  -2.1%	-5.3%	·	45.1%[activator]	·	·	1.7%	·	4.3%	·	·
COc1ccc(NS(=O)(=O)c2ccc(SC)cc2)cc1
  2.9%	-15.7%	i	-8.9%	i	i	7.8%	i	-2.7%	?	0.8%
COC(=O)c1ccc2c(c1)SC1=C(CCCC1=O)N2
  -0.3%	15.8µM*	i	?	2e-08M*	i	-5.6%	2.13e-08M*	-1.4%	5.27e-08M*	-17.4%
O=C(NCC(=O)N(c1ccccc1)C(C(=O)NC1CCCCC1)c1ccncc1)c1ccco1 (stereo not given)
  -3.7%	0.2%	i	-8.9%	i	i	8.9%	i	0.0%	i	2.9%
O=C(NCCN1CCN(c2ccccc2)CC1)c1cccc(Br)c1
  1.3%	?	i	2.3%	i	i	15.3%	?	-2.0%	i	2.9%
CCOCC(=O)Nc1nc2ccc(OC)cc2s1
  -0.5%	-2.1%	i	-11.7%	i	i	5.3%	i	0.0%	i	?
O=C(NCCN1CCCC1)c1ccc(Cn2c(=S)[nH]c3cc4c(cc3c2=O)OCO4)cc1
  0.2%	39.1%	?	-26.0%	i	i	?	i	-1.2%	i	-0.5%
O=C(CCCOc1ccccc1)Nc1ccc2c(c1)OCCO2
  -1.6%	9.7%	·	-13.5%	·	·	20.7%	·	-1.0%	·	-10.4%
CCN(CCCNC(=O)CCn1c(=O)[nH]c2ccccc2c1=O)c1cccc(C)c1
  0.3%	-5.0%	i	2.1%	i	i	2.5%	i	0.2%	i	-2.2%
COc1ccc(-n2nc3cc(C)c(NC(=O)CC(C)C)cc3n2)cc1
  0.6%	53.8%[11.4 µM]	·	-0.4%	·	·	-0.2%[11.4 µM]	·	0.7%	·	-0.1%
COc1ccc2c(c1)c1nnc(SCC(=O)N3CCCCC3C)nc1n2C (stereo not given)
  -2.9%	-18.7%	i	-15.8%	i	i	-6.6%	i	0.8%	i	-0.3%
Cc1ccc(-c2nnc3c4ccccc4c(C)nn23)cc1NC(=O)c1ccco1
  4.1%	34.7%	?	-9.8%	i	?	3.1%	i	-1.2%	i	-7.0%
COc1ccc(C2C(C(=O)Nc3ccccc3)=C(C)Nc3nc(CCCO)nn32)cc1 (stereo not given)
  -0.3%	4.5%	i	9.1%	i	i	5.6%	i	7.8%	i	0.5%
O=C(CCCc1cccs1)Nc1nc2c(s1)CCCC2
  -5.0%	6.2%	i	-10.7%	i	i	?	i	-0.2%	?	-5.5%
CCOc1ccc(CCNC(=O)C2CCCN(S(=O)(=O)c3c(C)n[nH]c3C)C2)cc1OCC (stereo not given)
  -2.1%	9.5%	i	18.8%	i	i	-1.3%	i	0.9%	i	0.6%
CN1CCN(C(=O)c2ccccc2NC(=O)c2cccs2)CC1
  -0.6%	4.3%	·	12.1%	·	·	0.5%	·	0.7%	·	-0.3%
S=c1nc(-c2ccccc2)n(CCN2CCOCC2)c2c1CCCC2
  -2.1%	-8.9%	i	-0.4%	i	i	0.4%	i	0.8%	i	3.5%
O=C(c1ncc[nH]1)c1ccco1
  -1.7%	-8.7%	i	-0.9%	i	i	12.2%	?	1.4%	?	-0.6%
CC(C)CNS(=O)(=O)c1ccc(CCC(=O)O)cc1
  -0.8%	-10.7%	i	-3.0%	i	i	3.5%	i	1.1%	i	3.7%
Cc1ccc(-n2c(CSc3nc(C)cc(C)n3)nnc2SCC(=O)NCc2ccco2)cc1
  0.7%	19.4%	i	-6.3%	i	i	6.4%	i	-0.4%	i	1.4%
CCOCCn1c(N2CCN(c3ccccc3)CC2)nc2c1c(=O)n(C)c(=O)n2C
  0.1%	-10.5%	i	-5.3%	i	i	20.2%	i	0.1%	?	0.9%
COc1cccc2cc(C(=O)Nc3cccc(C)n3)c(=O)oc12
  -0.8%	-1.3%	?	0.8%	i	?	15.5%	i	-0.5%	?	?
O=C(O)c1oc2ccc(Br)cc2c1-n1cccc1
  -2.3%	-2.8%	i	-23.9%	i	i	19.7%	i	-0.2%	?	0.0%

Some of these compounds in order of their number in Casp1 inh, lowest first.
Structure,Casp1 inh
CC1Oc2ccccc2N(CC(=O)N2CCc3ccccc32)C1=O (stereo not given),-3.4%
COc1ccc2c(c1)c1nnc(SCC(=O)N3CCCCC3C)nc1n2C (stereo not given),-2.9%
COc1ccc(C(=O)n2nc(C)cc2C)cc1Br,-0.8%

Other structures:
Screens in order – Casp1 inh	Tau filament bind	A350 autofl	ERK AVP inh	Rhodamine autofl	4MU fluor	HEK293 cAMP ctrl	TexasRed autofl	Caspase-7 inhib	Fluorescein autfl	FLuc inh
O=C(Nc1nc2c(s1)CCCC2)C1COc2ccccc2O1 (stereo not given)
  -4.1%	0.5%	·	·	·	·	?	·	-1.6%	·	10µM*
CCOC(=O)c1ccc(Nc2nc(C)cc(C)c2C#N)cc1
  1.5%	48.2%	?	-4.0%	i	?	11.6%	i	-2.4%	i	3.7%
CCCn1c(=O)c2ccccc2n2c(SCc3nnc(-c4ccccc4Br)o3)nnc12
  2.4%	-2.1%	i	3.7%	i	i	29.8%	i	-0.8%	?	-0.1%
O=C(O)C1CC=CCC1C(=O)Nc1cccc(C(=O)N2CCCCC2)c1 (stereo not given)
  -1.2%	-6.5%	i	-5.7%	i	i	2.5%	i	-3.6%	?	0.7%
CCOC(=O)c1c(-c2cccs2)csc1NC(=O)CSc1ncn[nH]1
  -0.7%	19.0%	i	-14.8%	i	i	27.0%	i	-0.2%	i	-0.5%
COc1ccc(C)cc1S(=O)(=O)N(CC(=O)N1CCCC1)c1ccccc1
  0.9%	-3.7%	i	-6.7%	i	i	10.1%	i	-1.9%	i	1.9%
O=C(NC1CSC/C1=N\O)c1ccccc1 (stereo not given)
  0.8%	1.9%	·	-3.2%	·	·	12.2%	·	-0.1%	·	1.9%
CCCOc1ccc(/C(O)=C2\C(=O)C(=O)N(CCCOC)C23C(=O)N(C)c2ccccc23)cc1 (stereo not given)
  -3.2%	-4.6%	?	-14.1%	i	?	-6.4%	i	-1.1%	i	-1.5%
CC(=O)OC(C(=O)NC1CCCCC1)c1ccc(C)cc1 (stereo not given)
  3.1%	1.1%	i	4.8%	i	i	15.0%	?	-2.8%	i	0.9%
Cc1cc(C(=O)OCC(=O)NCCc2ccccc2)c(C)o1
  1.0%	1.4%	?	-3.7%	i	i	22.9%	i	6.5%	i	2.6%
O=C(c1cc(-c2ccc3c(c2)OCO3)on1)N1CCOCC1
  -5.3%	-2.6%	i	4.1%	i	i	3.4%	i	0.5%	i	7.94µM*
OCc1cc([C@@H](O)CNCCCCCCOCCCCc2ccccc2)ccc1O
  0.4%	-54.9%&132.4%	i	?	i	i	?	i	-0.4%	?	15.8µM*!
CCSc1nc2ccccc2n1CC(=O)OC
  1.1%	-5.1%	i	-13.2%	i	i	5.5%	i	1.2%	i	-1.2%
COC(=O)CN1C(=O)C2(C(C#N)=C(N)Oc3n[nH]c(-c4cccs4)c32)c2ccccc21 (stereo not given)
  0.0%	-0.5%	i	22.4%	i	i	12.3%	?	4.8%	i	0.8%
O=S(=O)(NC1CCCCC1)c1cccc(-c2nnc(-c3ccccc3)o2)c1
  -2.7%	85.7%	·	?	·	·	20µM*	·	-5.7%	·	0.4%
c1ccc(OCCCn2nnc(-c3ccc(N4CCOCC4)cc3)n2)cc1
  0.7%	-9.5%	i	7.4%	i	i	13.5%	i	-0.5%	?	1.2%

Only part of the results is shown (hit frequency here may not be typical).
